Glioma ERSR ind: induces the endoplasmic reticulum stress response in human glioma cells; AID 602332; 420,000 tested, 0.02% active; Potency, µM, for inactives: top-dose activation, actives largely listed as activators; U87-MG GRP78 promoter luciferase reporter, 16 h; further: potency means the concentration at half of the fitted maximal effect; series mostly up to about 76 µM; % of control where 0% means no effect; nearly all actives have a fitted effect of over 35% in size
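Stably transfected U87-MG glioma cells carrying a GRP78-based luciferase sensor; 16 h compound incubation. Luminescence end-point read 10 min after Bright-Glo addition at room temperature.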
POLK inh: DNA polymerase kappa (human) inhibition; Q9UBT6; Potency, µM (top dose mostly 107 µM), for inactives: at the top dose activity, negative = inhibition, usual class: inhibitors; AID 588579; 400,000 tested, 0.53% active; purified Pol kappa, fluorescent DNA synthesis assay, 10 min; further: potency means the concentration at half of the fitted maximal effect; on the % scale 0 is the no-effect control and ±100 the full control effect
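Kinetic fluorescence screen: compound preincubated 15 min RT with 10 nM enzyme; 50 nM substrate (final) initiates; reads at 0/10 min.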
Anesthetic bind: binds horse apoferritin like a general anesthetic. 350,000 tested, 0.074% active. Potency, µM (highest dose often 77.5 µM), for the others: at the highest dose activity change, negative = displacement, actives largely listed as inhibitors. apoferritin/1-aminoanthracene competitive binding, fluorescence. P02791; further: potency means the concentration at half of the fitted maximal effect; on the % scale 0 is the no-effect control and ±100 the full control effect; nearly all actives have a fitted effect of over 20% in size
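Steps: apoferritin (10 uM) was premixed with half-saturated 1-AMA in PBS, compounds were pin-transferred, plates stood 10 min at room temperature, fluorescence was read at 380/535 nm, and curves were fitted with a Hill equation.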
LDHA block: blocks human lactate dehydrogenase A | activity change, % (values are at about 110 or 230 µM) | 480,000 tested, 0.15% active | purified LDHA, NADH/diaphorase-resazurin fluorescence; stronger effect = lower value; in the data active means activity change below about -30%; inconclusive means mostly about -25% to -30%;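 further: plate controls were DMSO wells for no effect and wells without enzyme for full effect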
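LDH5 2 nM; NADH 0.06 mM, pyruvate 0.2 mM; 200 mM Tris pH 7.4, EDTA, Tween-20; 5 min RT. Detection: diaphorase 0.133 mg/mL + resazurin 37 µM, fluorescence ex540/em590 at 0 and 20 min; normalized to enzyme-free and DMSO wells.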
APE1 inh: APE1 (human) endonuclease inhibition | Potency, µM (titrated, usually from 65.8 µM), inactives show at the top dose activity change, negative = inhibition, hits mostly inhibitors | recombinant APE1, TAMRA/BHQ-2 abasic DNA cleavage fluorescence | 350,000 tested, 0.35% active;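 further: potency means the concentration at half of the fitted maximal effect; plate controls were vehicle for no effect and reference inhibitor for full effect; nearly all actives have a fitted effect of over 55% in size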
Target sequence (P27695 whole entry, looked up): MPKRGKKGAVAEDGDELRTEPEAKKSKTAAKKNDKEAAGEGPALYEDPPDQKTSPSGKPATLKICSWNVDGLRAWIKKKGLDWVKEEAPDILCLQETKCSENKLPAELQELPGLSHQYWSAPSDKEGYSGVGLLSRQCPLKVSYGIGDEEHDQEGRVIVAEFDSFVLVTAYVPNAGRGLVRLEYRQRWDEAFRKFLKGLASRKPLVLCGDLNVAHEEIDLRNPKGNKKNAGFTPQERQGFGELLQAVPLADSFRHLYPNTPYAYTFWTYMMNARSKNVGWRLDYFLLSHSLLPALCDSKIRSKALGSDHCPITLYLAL
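Incision of a quenched TAMRA/BHQ-2 THF abasic-site duplex (50 nM) by 0.75 nM APE1, after 15 min compound preincubation, measured as fluorescence increase over three 60 s reads. Values normalized to buffer, DMSO and NSC13755 control wells.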
POLB inh: DNA polymerase beta (human) inhibition; P06746; Pol beta primer extension/strand displacement, fluorescence kinetic; Potency, µM (series often up to 114 µM), without a hit: at the highest dose activity change, negative = inhibition, actives largely listed as inhibitors; 340,000 tested, 1.3% active; AID 485314; further: potency means the concentration at half of the fitted maximal effect; on the % scale 0 is the no-effect control and ±100 the full control effect
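Pol beta (10 nM) and compounds were preincubated 15 min at room temperature, then 50 nM substrate (final) started primer extension/strand displacement. Reads were taken at 0 and 10 min; concentration-response data were fitted to a four-parameter Hill equation.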
Pol eta inh: blocks human DNA polymerase eta activity; Potency, µM (highest dose often 114 µM), inactives show top-dose activity change, negative = inhibition, hits mostly inhibitors; recombinant Pol eta, fluorescent DNA replication assay; 390,000 tested, 1.2% active; further: potency means the concentration at half of the fitted maximal effect; on the % scale 0 is the no-effect control and ±100 the full control effect
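Pol eta at 10 nM preincubated with compounds 15 min at room temperature; reaction started with fluorescent substrate (50 nM final) and read kinetically at 0 and 10 min.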
Pol iota inh: inhibitors of human DNA polymerase iota. AID 588590. Potency, µM (series often up to 115 µM), without a hit: top-dose activity, negative = inhibition, usual class: inhibitors. Q9UNA4. 390,000 tested, 1% active. Pol iota fluorescent replication assay, 10 min; further: potency means the concentration at half of the fitted maximal effect
Target sequence (Q9UNA4 whole entry, looked up): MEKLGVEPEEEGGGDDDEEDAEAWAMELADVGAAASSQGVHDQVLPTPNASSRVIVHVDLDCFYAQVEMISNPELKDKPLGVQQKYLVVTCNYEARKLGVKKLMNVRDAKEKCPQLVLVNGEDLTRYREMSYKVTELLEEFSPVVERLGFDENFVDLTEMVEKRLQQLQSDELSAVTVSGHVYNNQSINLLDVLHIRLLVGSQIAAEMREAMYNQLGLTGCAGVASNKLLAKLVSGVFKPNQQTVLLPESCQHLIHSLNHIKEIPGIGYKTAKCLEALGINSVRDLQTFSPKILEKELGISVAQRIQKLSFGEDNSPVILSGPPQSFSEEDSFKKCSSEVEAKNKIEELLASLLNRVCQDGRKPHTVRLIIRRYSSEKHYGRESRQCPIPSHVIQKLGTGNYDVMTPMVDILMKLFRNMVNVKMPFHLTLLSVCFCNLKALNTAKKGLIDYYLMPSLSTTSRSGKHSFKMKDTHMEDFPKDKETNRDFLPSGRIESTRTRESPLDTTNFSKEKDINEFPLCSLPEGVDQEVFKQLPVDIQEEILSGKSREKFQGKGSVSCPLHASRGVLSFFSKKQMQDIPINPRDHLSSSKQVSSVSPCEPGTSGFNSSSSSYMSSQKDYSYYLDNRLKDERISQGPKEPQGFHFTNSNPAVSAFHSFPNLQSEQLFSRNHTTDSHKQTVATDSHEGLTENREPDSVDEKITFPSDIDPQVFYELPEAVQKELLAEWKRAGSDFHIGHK
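Pol iota at 10 nM preincubated 15 min with compounds at room temperature; reaction started with fluorescent substrate, 50 nM final. Fluorescence read kinetically at 0 and 10 min; buffer-only wells as negative control.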
BLM inh: blocks DNA unwinding by human BLM helicase; recombinant BLM DNA unwinding, fluorescence dequenching; P54132; 350,000 tested, 0.2% active; AID 2528; Potency, µM (series often up to 56.1 µM), for the others: at the highest dose activity change, negative = inhibition, hits mostly inhibitors;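 further: potency means the concentration at half of the fitted maximal effect; plate controls were vehicle for no effect and no enzyme for full effect; nearly all actives have a fitted effect of over 35% in size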
Active calls of the source: *; ? = inconclusive; . = not tested or not shown; [ ] = remark or other dose. Unless noted, the call rests on the fitted dose curve; in most records, active means well fitted curve in the direction sought with a large enough effect; inconclusive means small, poorly fitted or top-dose-only effect, or another doubt; inactive means no such curve, though single readings can be large; an effect the other way counts as inactive or inconclusive. An excerpt; rates above refer to the full screens.

compound,Glioma ERSR ind,POLK inh,Anesthetic bind,LDHA block,APE1 inh,POLB inh,Pol eta inh,Pol iota inh,BLM inh
COc1ccc(-c2cccc3c2C2CC3CCN2C(=O)OCc2ccccc2)cc1 (centres undefined),-3.0%,-1.6%,.,0.9,.,.,-12.6%,30.2%[activator],.
Cc1ccc(-c2nnc(SCC(=O)N/N=C/c3cccs3)n2-c2ccc(C)cc2)cc1,-3.9%,-2.8%,-8.0%,-2.3,16.3%,34.6%,?,?,-10.8%
CCOC(=O)C1(Cc2ccc(OC)cc2)CCN(S(C)(=O)=O)CC1,0.6%,-1.0%,-9.6%,0.3,9.2%,3.3%,-14.6%,35.5%[activator],1.2%
COc1cc(OC)cc(C(=O)N[C@H](C(=O)NCc2ccc(F)cc2)C(C)C)c1,-2.3%,-18.4%,-10.9%,8.8,6.1%,-1.6%,-2.0%,0.5%,-7.2%
CCC(Sc1nc(C)cc(=O)[nH]1)C(=O)Nc1nc2c(s1)CCCC2 (centres undefined),-1.7%,3.2%,?,-2.2,15.5%,17.7%,-5.4%,?,1.8%
COc1ccc(CCNc2nc(-c3ccc(F)cc3)c(CC(=O)O)s2)cc1OC,-2.7%,-25.2%,-10.0%,-3.3,48.9%[12.4 µM],-18.8%,-18.7%,-8.1%,-3.3%
CSc1nnc(C(C)c2ncc(C(F)(F)F)cc2Cl)n1C (centres undefined),15.6%,3.8%,-2.3%,7.6,-3.4%,3.6%,-13.5%,21.0%,0.5%
O=C(COC(=O)c1ccc(NS(=O)(=O)c2cccs2)cc1O)Nc1nc2ccccc2s1,2.7%,-5.2%,?,-8.7,-5.4%,?,-19.0%,1.1%,-16.7%
O=C(O)c1ccccc1NC(=O)c1ccccc1-c1ccccc1C(=O)O,-3.9%,-5.1%,-0.2%,-3.0,6.3%,11.0%,-2.0%,14.5%,1.3%
Cc1[nH]n(C2=NCCS2)c(=O)c1N=Nc1cccc(C(F)(F)F)c1,-5.1%,4.7%[60.1 µM],-11.5%,-0.3,22.4%,25.4%,-3.2%,18.8%,-10.6%
COc1ccc(C2=CC(=O)C[C@H](c3ccc4c(c3)OCO4)C2)cn1,-2.7%,-3.3%,.,0.2,0.0%,.,-13.1%,-2.8%,.
CSc1nnc(-c2cccc(C)c2)n1N,-4.3%,-2.3%,-12.6%,-2.9,7.0%,-12.9%,-3.2%,8.0%,-0.3%
COc1ccc(N(C)C(=O)C2CCN(S(=O)(=O)c3cc(Br)cc4c3N(C(C)=O)CC4)CC2)cc1,-1.9%,5.3%,2.7%,-6.5,.,-5.7%,-10.0%,11.6%,-2.2%
COc1cc(/C=N/NC(=O)C(Cc2c[nH]c3ccccc23)NC(=O)OCC(C)C)cc([N+](=O)[O-])c1O (centres undefined),2.0%,-3.1%,1.0%,6.5,4.3%,?,?,110.2%[activator],-9.7%
Cc1ccccc1NC(=O)CSC(=O)c1ccccc1,3.5%,-7.6%,.,-4.4,8.2%,.,-12.3%,12.7%,.
O=C(CSCc1ccccc1)Nc1ccc(F)c(F)c1,4.2%,-8.0%,-19.4%,-2.6,7.4%,11.7%,-8.9%,10.1%,1.5%
COc1ccc(C2(C(=O)NC3CCCCC3)CCOCC2)cc1OC,-4.9%,9.1%,-12.2%,3.4,-2.7%,-0.1%,-13.8%,7.3%,-4.0%
O=C(NCCCN1CCOCC1)c1c(F)c(F)c(F)c(F)c1F,-3.5%,-5.1%,-9.3%,-0.9,21.4%,0.1%,-10.4%,33.8%[activator],-3.3%
C=CCn1c(SCc2cc(=O)n3cc(C)ccc3n2)nnc1-c1ccc(F)cc1,-2.6%,3.4%,-0.1%,0.8,-0.5%,1.8%,-21.3%,88.0%[activator],-0.2%
O=C1c2ccccc2C(=O)N1CCOc1cccc(Br)c1,1.3%,-6.0%,?,-2.8,-5.5%,20.9%,-22.2%,-19.5%,-4.0%
CCn1c(CCNC(=O)c2ccc(F)cc2)nc2ccccc21,-1.9%,13.6%,11.8%,-0.6,-2.1%,-0.3%,-5.8%,-24.6%,6.0%
COC(=O)c1nc(N)sc1C(C)C,-2.0%,-1.4%,-6.3%,-3.5,0.1%,5.4%,-21.3%,84.3%[activator],-2.0%
COc1ccc(C(=O)NN(c2ccccc2)c2ccccc2)cc1,-3.5%,4.3%,4.2%,-6.7,16.1%,23.5%,3.4%,5.0%,-2.0%
Cc1c(NC(=O)c2ccc(N(C)S(C)(=O)=O)cc2)c(=O)n(-c2ccccc2)n1C,-4.2%,1.6%,-2.5%,-4.1,-3.4%,0.9%,-13.4%,114.0%[activator],0.8%
Cc1ccc(-c2noc(C3CCN(C(=O)Nc4ccc(C#N)cc4)CC3)n2)o1,-4.4%,-10.1%,-13.7%,-2.6,-8.5%,5.0%,-14.6%,27.4%,-3.1%
Cc1ccccc1Sc1ccc(N)cn1,-3.5%,-5.9%,.,-1.2,.,.,2.7%,6.7%,.
COc1ccc(C(=O)/C=C/Nc2ccc([N+](=O)[O-])cc2C)c(OC)c1,0.8%,-3.8%,-6.8%,2.7,-2.3%,0.6%,-14.5%,3.6%,-0.5%
C=CCNc1nc(NCc2ccccc2)nc(OCC)n1,-1.4%,-1.5%,-8.5%,1.2,5.5%,-13.3%,7.0%,22.0%,-5.8%
OC(COC(c1ccccc1)c1ccccc1)CN1CCc2ccccc2C1 (centres undefined),-3.7%,-16.2%,-11.1%,2.1,-3.8%,2.1%,-7.1%,-6.8%,-2.7%
Cc1ccc(C)c(CN2C(=O)C3CCCN3c3ccc(C#N)cc32)c1 (centres undefined),-3.1%,-4.3%,-10.6%,0.0,0.5%,93.7%,9.5%,9.4%,-3.3%

Next part; it opens with the 2 that closed the last part.
compound,Glioma ERSR ind,POLK inh,Anesthetic bind,LDHA block,APE1 inh,POLB inh,Pol eta inh,Pol iota inh,BLM inh
OC(COC(c1ccccc1)c1ccccc1)CN1CCc2ccccc2C1 (centres undefined),-3.7%,-16.2%,-11.1%,2.1,-3.8%,2.1%,-7.1%,-6.8%,-2.7%
Cc1ccc(C)c(CN2C(=O)C3CCCN3c3ccc(C#N)cc32)c1 (centres undefined),-3.1%,-4.3%,-10.6%,0.0,0.5%,93.7%,9.5%,9.4%,-3.3%
CCOC(=O)N1CCN(C(=O)c2noc(C(C)C)c2[N+](=O)[O-])CC1,-2.1%,-27.1%,-9.2%,1.7,1.1%,-24.8%,-8.0%,-10.1%,-3.9%
CCOC(=O)Nc1c(O)ccc2oc(C)c(-c3ccccc3)c12,-3.9%,-13.3%,?,3.8,1.6%,?,-18.6%,-4.2%,1.7%
Nc1cc(C(=O)OCC(=O)NNC(=O)c2cccs2)ccc1Cl,-3.1%,-11.0%,.,-7.7,4.4%,.,0.9%,52.5%[activator],.
CSc1ccc(-c2nnn(Cc3ccc(Br)cc3)n2)cc1,7.2%,-8.6%,37.2%[activator],1.3,-3.5%,19.3%,-13.2%,20.5%,-9.4%
CCOC(=O)C(C)(C)Sc1ncnc2nc[nH]c12,-3.4%,-7.8%,5.3%,-10.3,17.7%,34.0%,-4.7%,-0.8%[58.9 µM],3.4%
CCNC(=O)COC(=O)c1[nH]c(C)c(C(=O)OC)c1C,-2.0%,-6.7%,3.0%,-13.3,-0.8%,-0.7%,-4.7%,54.4%[activator],-1.0%
Cc1cc(-n2c(C)nc3ccccc3c2=O)ccc1NC(=O)c1cccc([N+](=O)[O-])c1,-2.0%,2.3%[60.1 µM],-12.8%,-3.1,.,?,-12.3%,2.8%,-0.6%
CCOC(=O)c1c(C)[nH]c(C)c1S(=O)(=O)N1CCCC(C(=O)Nc2ccc(OC)c(Cl)c2)C1 (centres undefined),0.4%,0.5%,-20.5%,1.1,.,4.0%,-21.3%,23.6%,-2.7%
Cc1ccc(S(=O)(=O)NCCC(=O)OCC(=O)NC(=O)c2cccn2C)cc1,8.1%,0.2%,-13.3%,-0.3,5.1%,32.9%,-19.9%,54.8%[activator],-0.5%
CC(C)c1nnc(NC(=O)c2cc3cc(Br)ccc3oc2=O)s1,-0.6%,-3.1%,2.7%,-6.5,-0.1%,?,-17.2%,-7.0%,-4.3%
COc1cc(OC)cc(C(=O)OCc2ccc([N+](=O)[O-])cc2)c1,1.1%,-12.2%,-0.6%,0.6,?,-13.1%,-5.0%,0.1%,-3.3%
Cc1cccc(-c2nc3c(cnn3-c3ccccc3)c(=O)n2-c2ccc(Cl)cc2)c1,-2.4%,1.3%,?,2.3,.,-12.5%,-16.1%,?,-7.3%
O=C(COc1ccc(Cl)cc1)NCCSCc1ccccc1Cl,-2.4%,-17.5%,1.9%,4.0,-0.9%,-1.1%,-27.4%,12.3%,-8.1%
Cc1cccnc1NC(=O)c1cccc(S(=O)(=O)N2CCCC2)c1,-1.2%,2.8%,.,0.3,19.2%,.,-16.4%,35.4%[activator],.
COc1cc(C(=O)N/N=C/c2coc3ccc(Cl)cc3c2=O)ccc1O,-3.6%,-8.5%,-17.6%,-3.2,-5.2%,-14.3%,-10.6%,18.4%,-5.0%
Cc1onc(-c2ccccc2Cl)c1C(=O)OCC(=O)N1CCN(c2ccccc2)CC1,-2.5%,-4.2%,.,-0.9,-17.4%,.,-14.1%,2.5%,.
CC(CCC(=O)O)C1CCC2C3CC(O)C4CC(O)CC[C@]4(C)C3CCC12C (some centres undefined),-0.2%,3.9%,.,0.3,.,.,-17.1%,22.8%,.
C(=N\n1cnnc1)/c1ccccc1OCCOc1ccccc1,1.6%,-6.1%,-18.9%,-5.3,-3.7%,-2.6%,-14.0%,-2.3%,-5.2%

Single entries from the list:
Entry of `Nc1cc(C(=O)OCC(=O)NNC(=O)c2cccs2)ccc1Cl` in POLK inh: -11.0%
Entry of `CCNC(=O)COC(=O)c1[nH]c(C)c(C(=O)OC)c1C` in Anesthetic bind: 3.0%
